# High-throughput results from PubChem.
# Pf growth 48h – Primary qHTS for delayed death inhibitors of the malarial parasite plastid, 48 hour incubation. 310,000 tested, 5.9% active. Potency, µM (doses to about 28.7 µM), inactives show top-dose activity change, negative = inhibition, most hits filed as inhibitors. P. falciparum luciferase growth in erythrocytes, 48 h; also: potency is read from the fitted curve at half-maximal effect; % is scaled to controls: 0 for no effect and ±100 for the full control effect
#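 In quantitative HTS format, infected erythrocytes bearing luciferase-reporter parasites were treated for a single generation at 37 C. Luminescence after adding detection reagent served as the growth measure.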
# HCV inh – qHTS Assay for Inhibitors of Hepatitis C Virus (HCV); Huh7.5.1 HCVcc-Cre infection, luciferase reporter, 44 h; 340,000 tested, 3.4% active; AID 651820, 2012; Potency, µM (highest dose often 41.8 µM), without a hit: top-dose activity change, negative = inhibition, usual class: inhibitors; also: potency is read from the fitted curve at half-maximal effect; % is scaled to controls: 0 for no effect and ±100 for the full control effect
#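 Whole-lifecycle infectious HCVcc-Cre system; cells 1,000/well, compound then virus (~0.5 moi) added 4 h after plating, 44 h culture. Luciferase read 15 sec following 15 min substrate incubation, room temp.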
# Pf growth 96h – Primary qHTS for delayed death inhibitors of the malarial parasite plastid, 96 hour incubation; Potency, µM (doses to about 28.7 µM), for inactives: at the top dose activity change, negative = inhibition, actives largely listed as inhibitors; P. falciparum luciferase reporter growth, 96 h; 320,000 tested, 6.9% active; also: potency is read from the fitted curve at half-maximal effect; % is scaled to controls: 0 for no effect and ±100 for the full control effect
#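 96 h incubation, 37 C, 5% CO2, of luciferase-reporter P. falciparum-infected RBCs (2% hematocrit, 0.05% parasitemia final) with test compounds; endpoint luminescence.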
# Shiga toxin inh – A qHTS for Small Molecule Inhibitors of Shiga Toxin; Vero cells, Shiga toxin protein synthesis inhibition reporter; inhibition, % at 38.7 µM; 290,000 tested, 9.2% active; AID 2315, 2010; in the data active = inhibition mostly above about 28%, no sharp cut-off; inactive = mostly below about 43%; also: 0% is about no effect
# Giardia FBPA inh – qHTS Assay for Inhibitors of Fructose-1,6-bisphosphate Aldolase from Giardia Lamblia; A8B2U2; purified Giardia FBPA; Potency, µM (highest dose often 59.6 µM), inactives show top-dose activity, negative = inhibition, usual class: inhibitors; 290,000 tested, 0.71% active; AID 2451, 2010; also: potency is read from the fitted curve at half-maximal effect; % is scaled to controls: 0 for no effect and ±100 for the full control effect; nearly all actives have a fitted effect of over 55% in size
# Target sequence (A8B2U2 whole entry, looked up): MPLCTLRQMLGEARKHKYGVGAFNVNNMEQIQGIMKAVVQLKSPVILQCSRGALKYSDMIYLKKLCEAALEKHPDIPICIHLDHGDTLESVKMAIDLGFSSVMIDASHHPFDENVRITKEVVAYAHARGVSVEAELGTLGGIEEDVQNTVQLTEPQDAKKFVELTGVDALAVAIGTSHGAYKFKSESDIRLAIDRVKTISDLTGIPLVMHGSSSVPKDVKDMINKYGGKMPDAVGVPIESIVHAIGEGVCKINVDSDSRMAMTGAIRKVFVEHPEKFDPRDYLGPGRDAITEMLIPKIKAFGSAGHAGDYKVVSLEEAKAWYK
#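 40 nM FBPA preincubated 10 min at RT with compound (up to 57.5 uM final), then substrate plus GAPDH/TPI/NAD/arsenate coupling and diaphorase/resazurin added. Fluorescence read after 20 min at RT, 525/598 nm.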
# CHX counter – Cycloheximide Counterscreen for Small Molecule Inhibitors of Shiga Toxin. cell reporter, cycloheximide protein synthesis inhibition counterscreen. max response, %. 300,000 tested, 12% active. AID 2314, 2010; in the data active = max response mostly above about 13%, no sharp cut-off; inactive = mostly below about 14%; also: read at 38.3 µM for the half of the compounds with a filed dose; 0% is about no effect
# * marks the source's active call; other numbers are inactive results; ? = inconclusive; / = not tested or not shown; & = joins results of further samples; [ ] = remark or other dose. Unless noted, calls follow the shape of the dose curve; as a rule, active = well fitted curve in the direction sought with a large enough effect; inconclusive = small, poorly fitted or top-dose-only effect, or another doubt; inactive = no such curve, though single readings can be large; an effect the other way counts as inactive or inconclusive.
nr	SMILES	Pf growth 96h	Giardia FBPA inh	HCV inh
1	CC(=O)NC(Cc1ccccc1)C(=O)N1CCN(C(=O)c2cccs2)CC1 (stereo unspecified)	/	6%	11%
2	Cc1csc(NC(=O)c2cccc(S(=O)(=O)N3CCN(C)CC3)c2)n1	4%	-1%	-18%
3	O=C(Cc1cccs1)N1CCN(c2ccc(F)cc2)CC1	?	3%	6%
4	C/C(=C\C#N)n1nc(C)cc1N	-9%	-5%	5%
5	Cc1ccc(S(=O)(=O)N2CCN(CCOc3c(Cl)cccc3Cl)CC2)cc1C	-6%	/	-5%
6	CN(C)C=Nc1c(Br)cc(Br)c2nonc12	/	?	-2%
7	Cc1ccc(Cn2nc(C)c(C=O)c2Cl)cc1	18%	7%	5%
8	O=C(NC1CCCCC1)N1CCC(n2c(=O)[nH]c3ccccc32)CC1	?	2%	?
9	COc1cc(/C=N/NC(=O)c2nnn(-c3nonc3N)c2C(C)C)ccc1OCc1ccc(F)cc1	?	/	?
10	COc1ccc(CCN2CCCn3c2nc2c3c(=O)n(CC(C)C)c(=O)n2C)cc1OC	?	13%	10µM*
11	Cc1ccc(-c2nnc(SCC(=O)N3c4ccccc4NC(=O)C3(C)C)n2N)cc1	?	-8%	-7%&12%
12	COc1cc(NC(=O)c2ccccc2)c(OC)cc1NC(=O)CN1CCN(c2ccccn2)CC1	?	/	?

nr	Shiga toxin inh	CHX counter	Pf growth 48h
1	-12	14	0%
2	21	5	-5%
3	-5	-2	-21%
4	-3	2	54%[activator]
5	/	/	?
6	-6	-3	13%
7	34	8	0%
8	-10	-9	/
9	34	-3	?
10	-6	-7	?
11	-6	-4	0%
12	16	10	?

# (more compounds)
nr	SMILES	Pf growth 96h	Giardia FBPA inh	HCV inh
13	Cc1ccc(OCC(=O)N/N=C/C=C/c2ccco2)c(Br)c1	-15%	2%	-15%
14	COc1cc(CN2CCCC(C)C2)ccc1OCc1ccccc1 (stereo unspecified)	-14%	-22%	-11%
15	COC(=O)C1=C(C)NC(C)=C(C(=O)OC)C1c1ccc(-c2cccc(Cl)c2Cl)o1	?	0%	?
16	COc1ccccc1NC(=O)NCCC1=CCCCC1	81%[activator]	-2%	-9%
17	FC(F)(F)c1cccc(NC(=S)Nc2cccc(Cl)c2)c1	?	-3%	?
18	COc1ccc2c(c1)C1(Nc3ccccc3-c3nc4ccccc4n31)C(=O)N2 (stereo unspecified)	/	2%	11%
19	Cc1ccc(C(=O)Nc2nnc(Cc3ccccc3)s2)cc1	0%	1%	10%
20	CC1CCN(c2nc3ccc(C(=O)O)cc3s2)CC1	-12%	22%	25%
21	CCC1CCCCN1C(=O)CSc1nnc(-c2ccc3c(c2)OCCO3)o1 (stereo unspecified)	?	8%	2%
22	COc1ccc(NCC(=O)n2c(C)c(C)c3ccccc32)cc1OC	46%	-21%	-22%
23	CCOc1cc(S(=O)(=O)NC2CCCC2)ccc1Cl	-3%	1%	12%
24	Cn1c(C23CC4CC(CC(C4)C2)C3)n[nH]c1=S	42%[activator]	2%	-2%

nr	Shiga toxin inh	CHX counter	Pf growth 48h
13	-2	11	-1%
14	36*	17*	1%
15	-8	-7	?
16	-3	2	?
17	1	-2	?
18	-18	-3	0.41µM*
19	-3	2	8%
20	-24	-7	1.2µM*
21	28	27*	?
22	2	0	46%[activator]
23	-5	10	14%
24	-2	-1	?

# Next section.
nr	SMILES	Pf growth 96h	Giardia FBPA inh	HCV inh
25	OC1(c2ccc(Cl)cc2)CCN(Cc2cn[nH]c2-c2ccccc2)CC1	9.3µM*	6%	?
26	CCCOC(=O)C1C2C=CC(C3CC23)C1C(=O)OCC(=O)c1ccccc1 (stereo unspecified)	-1%[5.75 µM]	2%	-5%
27	CC(=O)N1CCC(N(CCCOC(C)C)C(=O)Nc2ccc(C)c(C)c2)CC1	?	4%	-12%
28	CCOc1ccccc1NC(=O)c1ccc(F)c(S(=O)(=O)N2CCC3(CC2)OCCO3)c1	0%	0%	?
29	CCCCCCC(=O)N(O)C1CC(=O)N(c2ccc(Br)cc2)C1=O (stereo unspecified)	2%	-2%	-18%&15%
30	Cn1c(=O)c2[nH]c(-c3ccccc3)nc2n(C)c1=O	-6%	-7%&-1%	-10%[8.37 µM]
31	Cc1sc2ncnc(SC(C)C#N)c2c1C (stereo unspecified)	-2%	9%	?
32	O=C(CN1CCCC1)Nc1ccc(F)cc1	0%	-22%	6%
33	CCOC(=O)c1cc(C(=O)Nc2cccc(C)c2)nn1C	346%[activator]	2%	-20%
34	COCCNC(=O)C(C)OC(=O)c1cc2occc2n1C (stereo unspecified)	-18%	-9%	3%
35	CC(=O)Nc1ccc(Sc2ncccc2C(=O)Nc2ccc(OC(F)(F)F)cc2)cn1	?	2%	?
36	COC(=O)C1(C)NC(c2cccc(C)c2)C2C(=O)N(c3ccc(F)cc3)C(=O)C21 (stereo unspecified)	3.7µM*	7%	6%

nr	Shiga toxin inh	CHX counter	Pf growth 48h
25	-6	7	?
26	3	-2	13%
27	-13	-2	-17%
28	-15	-2	?
29	-12	-4	13µM*
30	-11	2	?
31	-28	-3	15%
32	-13	-5	40%[activator]
33	155*	40*	138%[activator]
34	10	6	10%
35	-4	-1	13µM*
36	-7	-5	-4%

# Continuation:
nr	SMILES	Pf growth 96h	Giardia FBPA inh	HCV inh
37	COc1cc2ccccc2cc1C(=O)Nc1ccc(N2CCN(C(=O)C(C)C)CC2)cc1	15µM*	/	10µM*
38	CN(Cc1ccccc1)S(=O)(=O)c1ccc(Cl)c(C(=O)NCCCN2CCOCC2)c1	1%	/	?
39	[O-][n+]1cccc2c(Br)cc(Br)c(O)c21	0%	?	-2%
40	O=C(O)COc1ccc2c(c1)O/C(=C\c1ccco1)C2=O	47%[activator]	-2%	20%
41	Cc1ccc(NC(=O)CC2COc3ccccc3O2)cc1 (stereo unspecified)	353%[activator]	-3%	6%
42	NNC(=O)c1cn2ccccc2n1	-57%	-30%	5%
43	S=C(NCc1cccnc1)Nc1ccc2c(c1)OCO2	0%	-3%	15%
44	CC(C)OC(=O)CN1C(=O)C(=O)c2ccccc21	2.1µM*	-21%	-7%
45	Cc1cnc(C(=O)OCC(=O)NC2CCCCCC2)cn1	3%	-6%	7%
46	Cc1ccc(NC(=O)C(=O)C2C(=O)Nc3ccccc32)cc1 (stereo unspecified)	52%[activator]	1%	6%
47	CCN(CC)CCCNC(=O)CC1Sc2ccccc2NC1=O (stereo unspecified)	?	-5%	2%
48	C=CCCC(=O)N1CCC(n2nccc2NC(=O)CCCc2ccccc2)CC1	0%	/	-4%

nr	Shiga toxin inh	CHX counter	Pf growth 48h
37	20	-3	12µM*
38	/	/	4%
39	-16	-2	12%
40	2	2	3%
41	54*	31*	51%[activator]
42	60*	29*	?
43	41	27*	42%[activator]
44	19	-2	2.6µM*
45	2	-1	9%
46	22	11*	104%[activator]
47	-8	1	23%
48	20	13*	18%

# Next part; the last 2 above are carried over.
nr	SMILES	Pf growth 96h	Giardia FBPA inh	HCV inh
47	CCN(CC)CCCNC(=O)CC1Sc2ccccc2NC1=O (stereo unspecified)	?	-5%	2%
48	C=CCCC(=O)N1CCC(n2nccc2NC(=O)CCCc2ccccc2)CC1	0%	/	-4%
49	CSc1nc(NCC(C)O)c2c3c(sc2n1)CN(C)CC3 (stereo unspecified)	6.6µM*	?	-14%
50	CSc1ccccc1C(=O)N1CCN(c2ccc(F)cc2)CC1	21%	5%	4%
51	C#CCOCCOCCOCCNc1nc(N2CCN(C(=O)CCCCCCCCCCNC(=O)Cn3cc(CCCCCN)nn3)CC2)nc(N2CCN(C(=O)CCCCCCCCCCNC(=O)[C@H](CO)n3cc(CCCSC)nn3)CC2)n1	1.5µM*	/	2%
52	Fc1ccc(C2Nc3cccc4cccc(c34)N2)cc1	-1%	-29%	26%
53	COC(=O)[C@H](c1ccccc1Cl)N1CCc2sccc2C1	8.3µM*	-1%	-50%
54	Cc1noc(/C=C/N(C)C)c1S(=O)(=O)N1CCN(c2ccc(F)cc2)CC1	?	4%	-7%
55	Cc1cc(SCCOc2ccc(Br)cc2)nc(N)n1	/	0%	?
56	COc1ccc(C(CNC(=O)c2cccc(S(=O)(=O)Nc3ccccc3OC)c2)N2CCOCC2)cc1 (stereo unspecified)	?	/	-1%
57	COc1ccc(/C=C/C(=O)N2CCN(c3ccccn3)CC2)c2ccccc12	-18%	-6%	-12%
58	Cc1ccc(CN(C(=O)c2csnn2)C(C(=O)NC2CCCC2)c2cccnc2)cc1 (stereo unspecified)	60%[activator]	9%	4%
59	C/C(=N\NC(=S)NCc1ccccc1)c1ccc(C(C)(C)C)cc1	?	-1%	-21%
60	O=C(COC(=O)C1C2CC3OC(=O)C1C3C2)Nc1cccc(C(F)(F)F)c1 (stereo unspecified)	76%[activator]	2%	7%

nr	Shiga toxin inh	CHX counter	Pf growth 48h
47	-8	1	23%
48	20	13*	18%
49	-7	-2	?
50	-10	23	/
51	/	/	2.9µM*
52	14	5	?
53	5	-2	12µM*
54	1	-5	15%
55	17	15	-18%
56	/	/	?
57	-6	-1	350%[activator]
58	-4	-10	-14%
59	-7	12*	9.3µM*
60	15	26	-7%

# Part of the list above in order of length of the SMILES, ascending:
nr	SMILES	Pf growth 96h	Giardia FBPA inh	HCV inh
52	Fc1ccc(C2Nc3cccc4cccc(c34)N2)cc1	-1%	-29%	26%
53	COC(=O)[C@H](c1ccccc1Cl)N1CCc2sccc2C1	8.3µM*	-1%	-50%
59	C/C(=N\NC(=S)NCc1ccccc1)c1ccc(C(C)(C)C)cc1	?	-1%	-21%
57	COc1ccc(/C=C/C(=O)N2CCN(c3ccccn3)CC2)c2ccccc12	-18%	-6%	-12%
54	Cc1noc(/C=C/N(C)C)c1S(=O)(=O)N1CCN(c2ccc(F)cc2)CC1	?	4%	-7%
56	COc1ccc(C(CNC(=O)c2cccc(S(=O)(=O)Nc3ccccc3OC)c2)N2CCOCC2)cc1 (stereo unspecified)	?	/	-1%

nr	Shiga toxin inh	CHX counter	Pf growth 48h
52	14	5	?
53	5	-2	12µM*
59	-7	12*	9.3µM*
57	-6	-1	350%[activator]
54	1	-5	15%
56	/	/	?

# Following part
nr	SMILES	Pf growth 96h	Giardia FBPA inh	HCV inh
61	O=C(Nc1cccc2ccccc12)c1ccc(Cn2cc(Cl)cn2)cc1	13µM*	-8%	-29%
62	COc1cc(S(=O)(=O)N(Cc2cccnc2)Cc2ccco2)ccc1-n1cnnn1	47%[activator]	-19%	-1%
63	O=C(CCn1c(=S)oc2ccccc21)NCCC1=CCCCC1	2%	3%	-5%
64	C/C(=N/NC(=O)c1ccccn1)c1ccncc1	?	-6%	38%[activator]
65	CCOC(=O)CNC(=O)OC1CCN2Cc3ccccc3N=C12 (stereo unspecified)	7%	-19%	-1%
66	Cc1ccc(-c2nc(SCC(=O)N(C)C3CCS(=O)(=O)C3)[nH]c2-c2ccc(C)cc2)cc1 (stereo unspecified)	/	-5%	-23%
67	Cc1nnc(SCC(=O)Nc2ccc(O)cc2)c2ccccc12	7%	9%	4%
68	COc1ccc(NC(=O)c2sccc2SCC#N)cc1	59%[activator]	-8%	-12%
69	Cc1cc(C)n(CC(C)C(=O)O)n1 (stereo unspecified)	27%	1%	2%
70	CCOc1ccc(CCNS(=O)(=O)c2cc3c(cc2C)NC(=O)CO3)cc1OCC	?	-5%	-25%

nr	Shiga toxin inh	CHX counter	Pf growth 48h
61	-19	-1	?
62	-31	-2	0%
63	-4	1	-31%
64	92*	36*	48%[activator]
65	-5	-2	17%
66	-23	-4	?
67	-10	11	34%[activator]
68	53*	40*	38%[activator]
69	14	6	3%
70	-2	-2	-5%

# Hits appear at their usual frequency, and some 24% of all compounds hit somewhere here.
